High-throughput results from PubChem BioAssay.
FEN1 inh: blocks human flap endonuclease 1; Recombinant FEN1 flap cleavage, fluorescence, 15 min; Potency, µM (top dose mostly 114 µM), for the others: at the top dose activity change, negative = inhibition, most hits filed as inhibitors; 390,000 compounds, 0.35% hits; P39748; further: nearly all actives have a fitted effect of over 65% in size
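Recombinant FEN1 (10 nM) was preincubated with pin-transferred compounds for 15 min at room temperature, then flap DNA substrate (50 nM final) was added. Plates were read at 0 and 15 min, and normalized concentration–response data were fitted to a four-parameter Hill equation.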
KAT2A inh: GCN5L2 (KAT2A) acetyltransferase inhibition; GCN5L2 HAT assay, ThioGlo1 CoA-SH fluorescence; Potency, µM (titrated, usually from 58.9 µM), for inactives: at the top dose activity change, negative = inhibition, usual class: inhibitors; 390,000 compounds, 0.21% hits
Target sequence (Q92830 whole entry, looked up): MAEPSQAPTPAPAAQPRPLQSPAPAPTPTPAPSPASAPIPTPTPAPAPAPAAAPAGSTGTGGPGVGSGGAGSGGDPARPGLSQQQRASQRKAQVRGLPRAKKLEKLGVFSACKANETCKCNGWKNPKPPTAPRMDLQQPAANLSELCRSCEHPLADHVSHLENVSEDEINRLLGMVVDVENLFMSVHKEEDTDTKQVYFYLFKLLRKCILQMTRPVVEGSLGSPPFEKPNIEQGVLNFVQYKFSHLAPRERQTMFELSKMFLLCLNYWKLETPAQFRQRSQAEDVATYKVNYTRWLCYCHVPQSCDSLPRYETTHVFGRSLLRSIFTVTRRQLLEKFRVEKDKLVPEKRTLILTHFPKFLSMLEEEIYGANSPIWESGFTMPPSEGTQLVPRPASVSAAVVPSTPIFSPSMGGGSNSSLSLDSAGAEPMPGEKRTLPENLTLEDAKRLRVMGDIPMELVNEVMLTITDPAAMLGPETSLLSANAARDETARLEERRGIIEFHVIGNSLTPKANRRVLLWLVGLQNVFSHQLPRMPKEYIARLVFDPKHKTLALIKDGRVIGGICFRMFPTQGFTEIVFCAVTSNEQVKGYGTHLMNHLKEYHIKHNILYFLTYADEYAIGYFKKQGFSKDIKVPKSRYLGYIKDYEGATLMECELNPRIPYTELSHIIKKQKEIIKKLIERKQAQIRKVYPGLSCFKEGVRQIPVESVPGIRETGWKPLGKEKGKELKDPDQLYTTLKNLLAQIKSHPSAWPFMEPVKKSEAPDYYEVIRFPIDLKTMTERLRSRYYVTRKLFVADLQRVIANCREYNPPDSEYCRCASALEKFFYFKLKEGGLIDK
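GCN5L2 (20 nM) in 50mM HEPES pH 7.5, 0.1mM EDTA, 0.01% Tween-20 preincubated 15 min with compounds at room temperature. Reaction started with H3(1-25) 75uM, acetyl-CoA 70uM, ThioGlo1 50uM; CoA-thiol fluorescence (Ex340/Em540) read at 0 and 20 min.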
TDP1 cell CPT: DT40-hTDP1 cell growth loss with CPT; chicken DT40 Tdp1-/-;hTDP1 cells + 20 nM CPT, ATP luminescence, 48 h; Potency, µM (doses to about 46.2 µM), for inactives: top-dose activity change, negative = growth inhibition, hits mostly inhibitors; 420,000 compounds, 12% hits; further: nearly all actives have a fitted effect of over 55% in size
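Chicken DT40 Tdp1-/- cells stably complemented with human TDP1 were seeded at 400 cells/well in medium containing 20 nM camptothecin, exposed to pin-transferred compounds, and grown at 37 °C for at least 48 hr. Viability was read as ATP luminescence.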
* = called active by the depositor; ? = inconclusive; . = not tested or not shown; & = joins results of further samples. The call rests on the fitted dose curve; in most records, active means well fitted curve in the direction sought with a large enough effect; inconclusive means small, poorly fitted or top-dose-only effect, or another doubt; inactive means no such curve, though single readings can be large; an effect the other way counts as inactive or inconclusive. On the % scale 0 is the no-effect control and ±100 the full control effect; potency means the concentration at half of the fitted maximal effect.

The opening five entries as a preview:
Values run as follows: FEN1 inh | KAT2A inh | TDP1 cell CPT
Cc1ccc(C)c(Oc2cc(NC(=O)CCCn3nc(C)c([N+](=O)[O-])c3C)cc([N+](=O)[O-])c2)c1
  -6% | -1% | ?
COc1ccc(CCNC(=O)c2cccnc2Cl)cc1OC
  20% | . | -14%
CCN(C[C@H]1N[C@@](Cc2ccccc2)(C(=O)OC)[C@H]2C(=O)N(Cc3ccccc3)C(=O)[C@@H]12)C(=O)Nc1ccc(C(F)(F)F)cc1
  -3% | -14% | 2.6µM*
Cn1c(N)c(C(=O)COC(=O)c2cncc(Br)c2)c(=O)n(C)c1=O
  -12% | -18% | -3%
Cc1ccc(C(=O)N[C@H](C(=O)OCC(=O)c2ccc[nH]2)C(C)C)cc1
  -10% | 0% | -14%

This part in full, previewed entries included:
Values run as follows: FEN1 inh | KAT2A inh | TDP1 cell CPT
Cc1ccc(C)c(Oc2cc(NC(=O)CCCn3nc(C)c([N+](=O)[O-])c3C)cc([N+](=O)[O-])c2)c1
  -6% | -1% | ?
COc1ccc(CCNC(=O)c2cccnc2Cl)cc1OC
  20% | . | -14%
CCN(C[C@H]1N[C@@](Cc2ccccc2)(C(=O)OC)[C@H]2C(=O)N(Cc3ccccc3)C(=O)[C@@H]12)C(=O)Nc1ccc(C(F)(F)F)cc1
  -3% | -14% | 2.6µM*
Cn1c(N)c(C(=O)COC(=O)c2cncc(Br)c2)c(=O)n(C)c1=O
  -12% | -18% | -3%
Cc1ccc(C(=O)N[C@H](C(=O)OCC(=O)c2ccc[nH]2)C(C)C)cc1
  -10% | 0% | -14%
CN(C)/C=N/c1nc2nccc(-c3cccs3)n2n1
  5% | ? | 21%
CC[C@@]1(O)C(=O)OCc2c1cc1n(c2=O)Cc2cc3c([N+](=O)[O-])cccc3nc2-1
  . | -11% | 0.034µM*
CCCn1c(=O)c(C(=O)Nc2ccccc2)c(O)c2ccccc21
  -7% | -4% | ?
Cc1cccc(Nc2nc3c(c(=O)n(C)c(=O)n3C)n2CC(O)CO)c1 (stereo unspecified)
  -17% | -2% | -6%
CCOC(=O)C(NC(=O)OC(C)C)(Nc1nccs1)C(F)(F)F (stereo unspecified)
  -6% | -3% | -13%
CCCCCCCSc1ncnc2[nH]ncc12
  -24% | . | ?
C/C(=N\NC(=O)c1cccs1)c1c(O)cc(C)oc1=O
  -1% | -9% | -13%
Cc1ccc(S(C)(=O)=O)cc1C(=O)Nc1cccc(S(=O)(=O)N2CCCCCC2)c1
  -11% | 1% | ?
COC(=O)c1ccc(COC(=O)c2[nH]c(C)c(C(C)=O)c2C)o1
  -11% | -5% | 10µM*
O=C(CSc1ncn(-c2ccccc2)n1)Nc1ccc(Br)cn1
  13% | -2% | -18%
CCOc1ccc(N(CC(=O)NC2CCCC2)C(=O)CCCC(=O)Nc2ccccn2)cc1
  0% | -24% | -3%
O=C(NNC1=Nc2ccccc2SC1)c1cccc([N+](=O)[O-])c1
  -6% | -1% | 16µM*
COc1ccc(S(=O)(=O)N2CCOCC2)cc1NC(=O)CCCOc1ccccc1
  5% | 2% | -28%
CCOc1ccc(-c2cccc(NS(=O)(=O)c3ccc(Cl)s3)c2)nn1
  -6% | -13% | ?
Cc1cc(C)cc(C(=O)NC(CC(N)=O)c2ccc(NCCN3CCCC3)c([N+](=O)[O-])c2)c1 (stereo unspecified)
  0% | -12% | -2%
CCOC(=O)c1cc2c(=O)n3ccccc3nc2n(CC2CCCO2)c1=NC(C)=O (stereo unspecified)
  -1% | ? | -4%
O=C(Nc1ccc(Cl)cc1)c1csc(-c2ccccc2)n1
  0% | -4% | -1%
CCOc1ccc(N2C(=O)C3Sc4[nH]c(=O)sc4C(c4ccc(OC)c(OC)c4)C3C2=O)cc1 (stereo unspecified)
  4% | -5% | 0%
O=S(=O)(NCc1cccnc1)c1ccc(Cl)cc1
  2% | -3% | -20%
CC(=O)Nc1ccc(Nc2nnc(-c3ccc(O)cc3)c3ccccc23)cc1
  -17% | -9% | -3%
Cc1ccc(N2CCN(CCCCN3C(=O)C4CCCN4C3=O)CC2)cc1 (stereo unspecified)
  6% | 2% | -23%
CC(=O)N1c2ccccc2N2C(c3c(C)c(C)cc(C)c3C)=NON12
  -1% | -7% | ?
CO/N=C/C1C(=O)NN=C1c1ccccc1 (stereo unspecified)
  -1% | 1% | 3%
Cc1onc(-c2c(F)cccc2Cl)c1C(=O)Nc1nc2c(s1)CCCC2
  6% | -4% | ?
COc1ccc(CCC(=O)Nc2ccc(S(=O)(=O)N3CCOCC3)cc2)cc1
  -3% | -1% | ?
COc1cc(CNc2cccc3[nH]c(C(F)(F)F)nc23)cc(OC)c1
  0% | -2% | 23µM*
CCN(CC)C(=O)c1sc2c(c1C)c(=O)n(-c1ccc(Cl)c(Cl)c1)c(=O)n2CC(=O)Nc1cccc(OC)c1
  -22% | -13% | -21%
O=C(CCc1ccccc1F)N1CCN(c2ccc(C(F)(F)F)cn2)CC1
  2% | -1% | ?
Cc1ccc(S(=O)(=O)CCC(=O)OCc2cc(=O)oc3cc(C)ccc23)cc1
  1% | 0% | -1%
CCNC(=O)NC(=O)C(C)OC(=O)C1CCN(S(=O)(=O)c2ccccc2C(=O)OC)CC1 (stereo unspecified)
  -4% | -14% | -23%
COc1ccc(-n2c(SCC(=O)NC3CCCCC3)nc3c([nH]c4ccccc43)c2=O)cc1
  -10% | 4% | ?
CCCCN(C)CCCNC(=O)c1cc(-c2cccnc2)nc2ccccc12
  -8%&10% | 1%&-14% | 3%&-14%
COc1ccc(OC)c(S(=O)(=O)NCCCn2ccnc2)c1
  17% | -10% | -5%
COc1ccc(C(CNC(=O)C(=O)Nc2ccc3c(c2)OCCO3)N2CCN(C)CC2)cc1 (stereo unspecified)
  -1% | 0% | -7%
COc1cc(C(CCN2CCN(c3ccccc3)CC2)c2c(OC)cc(OC)c3ccc(=O)oc23)cc(OC)c1OC (stereo unspecified)
  -15%&-1% | -6% | 23µM*
COc1cc(/C=N/NC(=O)CCOc2ccccc2C)cc(Br)c1O
  3% | -14% | 19%
COc1cc(C(=O)N(C)CC(=O)Nc2cccc(F)c2)ccc1OCc1ccccc1
  -4% | -5% | ?
CN(C(=O)c1ccccc1[N+](=O)[O-])c1ccccc1C(=O)NCc1ccccc1
  -4% | 0% | -26%
Oc1ccc(NC(=S)N=Nc2c(O)[nH]c3ccccc23)cc1
  -22% | -11% | ?
O=C(NC1CCCC1)c1ccc2c(c1)N(Cc1ccc(F)cc1)C(=O)c1ccccc1S2
  -5% | -2% | -17%
CO/N=C1\CCCc2c(C(=O)NN)sc(SC)c21
  -3% | -25% | ?
COc1ccccc1NC(=O)CSc1nccn1Cc1ccccc1
  12% | -4% | -14%
O=C(COC(=O)c1ccco1)Nc1cccc(Br)c1
  -3% | 3% | -13%
CCCC1=C(C(=O)OCC)C(c2cccnc2)n2nc(C)nc2N1 (stereo unspecified)
  -3% | 2% | 8%
CCN(CC)CCCN(Cc1cc2ccc(C)c(C)c2[nH]c1=O)C(=O)NC1CCCCC1
  -1% | -1% | ?
Cc1ccc(-c2nn3c(C)nnc3c3ccccc23)cc1S(=O)(=O)N1CCN(CCO)CC1
  1% | -2% | ?
CS(=O)(=O)c1ccc(C(=O)NCc2ccccc2F)cc1
  5% | 0% | -7%
Cc1ccc(-n2c(-c3ccco3)n[nH]c2=S)cc1
  -3% | -1% | 9%
O=C(Cn1nnc(-c2ccccc2)n1)Nc1cccc(S(=O)(=O)N2CCCC2)c1
  8% | -2% | 18µM*
O=S(=O)(Nc1ccc(C(F)(F)F)cc1)c1cnc[nH]1
  -2% | -3% | 18µM*
Cc1cccn2c(=O)c(/C=C(\C#N)S(=O)(=O)c3ccccc3)c(N3CCC(C(N)=O)CC3)nc12
  -6% | 2% | -5%
O=C(c1cccs1)N1CCN(C2CCCCC2)CC1
  10% | 1% | -15%
COc1ccc(CN(C)C(=O)Cn2ccc(N)nc2=O)cc1OC
  7% | 1% | 1%
COc1ccc(S(=O)(=O)N2CCOCC2)cc1NC(=O)Cc1ccccc1Cl
  6% | 1% | 10%
COC(=O)Cn1c(=O)c2c(nc3n2CC(C)CN3Cc2ccccc2)n(C)c1=O (stereo unspecified)
  -3% | 0% | -10%

Carrying on:
Values run as follows: FEN1 inh | KAT2A inh | TDP1 cell CPT
COc1ccc(NC(=O)C2CCCN2c2nn3c(=O)cc(C)nc3s2)cc1 (stereo unspecified)
  7% | -18% | -4%
COc1ccccc1NC(=S)N(Cc1cccs1)C1CCCC1
  -6% | -16% | ?
Cc1nn(-c2ncc(C(F)(F)F)cc2Cl)c(=O)n1-c1cccc(Cl)c1
  7% | 0% | -11%
CC(CCOC1=NS(=O)(=O)c2ccccc21)NC(=O)C(=O)Nc1ccccc1 (stereo unspecified)
  -5% | -3% | 4%
CCc1ccc(C2CC(c3ccccc3C)n3nc(N)nc3N2)cc1 (stereo unspecified)
  -7% | 0% | ?
COc1ccc(OC)c(NC(=O)c2c(NCc3cccs3)sc3c2CCCC3)c1
  -10% | -13% | ?
C#CCOc1ccc(CNC[C@H]2O[C@@H](n3cnc4c(N)ncnc43)[C@H](O)[C@@H]2O)cc1
  -7% | 0% | ?
CCOC(=O)C1CCCN(CC(O)COCc2ccc3c(c2)OCO3)C1 (stereo unspecified)
  0% | -5% | 1%
CN(C(=O)CSc1nnc(-c2cccs2)n1N)c1ccccc1
  25% | 1% | -12%
Cc1cccc(C(=O)NNC(=O)CCn2nnc3ccccc32)c1
  1% | -3% | -17%
NC(=S)N/N=C/c1ccc(-c2ccc([N+](=O)[O-])cc2)o1
  0% | -4% | ?
CCN(CC)CCCOc1nc(C)nc2c1oc1ccccc12
  -16% | -7% | -2%
Cc1ccc(Nc2nc(CSc3nnc(-c4ccncc4)n3-c3ccccc3C)cs2)cc1
  -9% | -2% | 13µM*
Cc1[nH]c2ccccc2c1C(=O)CCl
  7% | -6% | 2.6µM*
CCOc1ccc(C(=O)Nc2ccc(C(=O)OCc3cc(=O)n4c(C)csc4n3)cc2)cc1
  8% | 16% | ?
CC(C)OC(=O)CC12CN3CN(C1)CC(CC(=O)OC(C)C)(C3)C2=O
  1% | -2% | -7%
Cc1c(-c2cccc(NC(=O)c3cccs3)c2)nc2ncccn12
  0% | ? | -19%
CC(C)c1nc(CNC(=O)C2CCC(=O)N(CCc3cccc(F)c3)C2)cs1 (stereo unspecified)
  0% | -3% | ?
COC(=O)c1c(NC(C)=O)sc2c1CCCC2
  7% | -6% | -1%
Cc1cccc(C(CC(=O)NCCc2ccccc2)c2ccccc2)c1O (stereo unspecified)
  -14% | 3% | ?
COC(=O)c1c(NC(=O)c2ccc(C(C)(C)C)cc2)sc2c1CCC(C)C2 (stereo unspecified)
  -1% | 6% | 11%
NS(=O)(=O)c1ccc(NS(=O)(=O)c2ccc(C3CNC(=O)C3)cc2)cc1 (stereo unspecified)
  3% | -8% | -18%
CCOC(=O)c1ccccc1NC(=S)N1CCC(C(N)=O)CC1
  -2% | -1% | 1%
COc1ccccc1C1C=C(c2ccc(C(C)C)cc2)Nc2nnnn21 (stereo unspecified)
  -21% | -2% | ?
Cc1cc(C(F)(F)F)n(-c2nc(C(=O)NNS(=O)(=O)c3ccccc3)cs2)n1
  -7% | -7% | -14%
Cc1ccc(C)c(NS(=O)(=O)c2ccc(OCC(=O)NCc3ccco3)cc2)c1
  9% | -2% | ?
CCn1nc2cc(C(=O)NCC34CC5CC(CC(C5)C3)C4)ccc2c1OC
  -4% | 0% | ?
O=C(O)Cn1cnc2c(OCc3ccccc3)ncnc21
  19% | 2% | 2%
NC(=S)Nc1ccccc1Br
  8% | ? | -3%
COC(=O)c1cc(Nc2cc(C)nc3ncnn23)cc(C(=O)OC)c1
  10% | -1% | -8%
Cc1ccc(S(=O)(=O)N2CCOCC2)cc1NC(=O)Cn1nc(C)c([N+](=O)[O-])c1C
  -7% | 1% | -6%
CCN(CC)C(=O)Cn1cnc2sc(C(=O)NCCCN3CCOCC3)c(C)c2c1=O
  5% | -1% | 15%
C[C@@H](C(=O)Nc1ccc2c(c1)OCCO2)n1c(=O)[nH]c2ccccc2c1=O
  -8% | 1% | 12%
COc1ccc(NC(=O)N(CCC(C)C)C(C)c2cccs2)c(OC)c1 (stereo unspecified)
  2% | -11% | ?
COC(=O)c1ccc(CSc2nnc(NC(C)C)s2)cc1
  -4% | ? | -11%
Cc1ccsc1/C=C(\C#N)C(=O)NC1CCS(=O)(=O)C1 (stereo unspecified)
  6% | -10% | -5%

Nothing new here: 2 of the compounds above.
Values run as follows: FEN1 inh | KAT2A inh | TDP1 cell CPT
Cc1ccc(S(=O)(=O)N2CCOCC2)cc1NC(=O)Cn1nc(C)c([N+](=O)[O-])c1C
  -7% | 1% | -6%
CCN(CC)C(=O)Cn1cnc2sc(C(=O)NCCCN3CCOCC3)c(C)c2c1=O
  5% | -1% | 15%

A portion of the library. The share of hits here may be higher or lower than overall.
